Compound activity deposited in PubChem by several laboratories.
IDE cell activ – activators of human insulin-degrading enzyme in cells | P14735 | HEK cells, FAbeta-B cleavage, fluorescence polarization; 0% vehicle, 100% cell-free pure enzyme wells | activation, % at 5.96 µM | 0.073% of 340,000 active;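 active means activation above the mean of all tested compounds plus 3 SD, set per screening campaign, cut at about 17% in these data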
IDE cell inh – inhibitors of human insulin-degrading enzyme in cells; HEK cells, FAbetaB cleavage, fluorescence polarization; 0.41% of 320,000 active; AID 434962; inhibition, % at 5.59 µM; P14735;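 active means percent inhibition above the average of all tested compounds plus 3 SD, set per screening campaign, cut at about 16% in these data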;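 further: IDE supplied by intact live HEK cells; FP after avidin binding of uncleaved biotin substrate so inhibition keeps polarization high; 0% = DMSO wells and 100% = 60 µM reference IDE inhibitor Ii1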
MEKK2wt PB1 HTS – raises or lowers MEK5 binding to wildtype human MEKK2 PB1 domain; bead flow cytometry, Alexa488-MEK5 binding to MEKK2 WT; actives lie on both sides; binding response (% of control), % at 10 µM; 1.1% of 290,000 active; in the data active means binding response below about 67% or above about 130%
M18AAP inhibitor – PfM18AAP enzyme inhibition | recombinant PfM18AAP, H-Glu-NHMec fluorogenic cleavage | inhibition, % at 7.35 µM | 1.2% of 290,000 active | AID 1822;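 active means inhibition above the campaign mean inhibition over all tested compounds plus 3 SD, cut at about 28% in these data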;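 further: 0% = plate median of test compound wells and 100% = 2 mM ZnCl2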
SUMO HTRF inh – inhibitors of human SUMOylation (UBC9). P63279. HTRF SUMOylation assay, SAE1/SAE2 + UBC9, in vitro. inhibition, % at 35 µM. 0.36% of 290,000 active. AID 2006; in the data active means inhibition above about 50%, passing the limit was not always enough; further: strong numbers were not always called active
MEKK3 PB1 HTS – raises or lowers MEK5 binding to the human MEKK3 PB1 domain; bead-based flow cytometry, Alexa488-MEK5 binding to MEKK3; actives lie on both sides; 0 = blocked by unlabeled MEK5, 100 = vehicle; binding response (% of control), % at 10 µM; 1.4% of 290,000 active; AID 1529;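 active means binding response more than 3 SD above or below the average of its plate-row segment, actives on both sides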;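 further: Alexa488 bead fluorescence after subtracting the streptavidin-only scavenger bead signal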
pCIP destab – lowers stability of the mouse p/CIP coactivator protein; Q05BA5; F442A p/CIP-EGFP cells, EGFP fluorescence, 16 h; decrease of EGFP signal, % at 10 µM; 0.01% of 290,000 active;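 active means EGFP signal decrease of at least 30% at 10 µM or well 3 SD below plate mean, unless failing retest; inactive means the rest, including hits failing retest or dose response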; further: some compounds called inactive have numbers as strong as hits; many of its hits are not listed in these tables
Target sequence (Q05BA5 1-1403): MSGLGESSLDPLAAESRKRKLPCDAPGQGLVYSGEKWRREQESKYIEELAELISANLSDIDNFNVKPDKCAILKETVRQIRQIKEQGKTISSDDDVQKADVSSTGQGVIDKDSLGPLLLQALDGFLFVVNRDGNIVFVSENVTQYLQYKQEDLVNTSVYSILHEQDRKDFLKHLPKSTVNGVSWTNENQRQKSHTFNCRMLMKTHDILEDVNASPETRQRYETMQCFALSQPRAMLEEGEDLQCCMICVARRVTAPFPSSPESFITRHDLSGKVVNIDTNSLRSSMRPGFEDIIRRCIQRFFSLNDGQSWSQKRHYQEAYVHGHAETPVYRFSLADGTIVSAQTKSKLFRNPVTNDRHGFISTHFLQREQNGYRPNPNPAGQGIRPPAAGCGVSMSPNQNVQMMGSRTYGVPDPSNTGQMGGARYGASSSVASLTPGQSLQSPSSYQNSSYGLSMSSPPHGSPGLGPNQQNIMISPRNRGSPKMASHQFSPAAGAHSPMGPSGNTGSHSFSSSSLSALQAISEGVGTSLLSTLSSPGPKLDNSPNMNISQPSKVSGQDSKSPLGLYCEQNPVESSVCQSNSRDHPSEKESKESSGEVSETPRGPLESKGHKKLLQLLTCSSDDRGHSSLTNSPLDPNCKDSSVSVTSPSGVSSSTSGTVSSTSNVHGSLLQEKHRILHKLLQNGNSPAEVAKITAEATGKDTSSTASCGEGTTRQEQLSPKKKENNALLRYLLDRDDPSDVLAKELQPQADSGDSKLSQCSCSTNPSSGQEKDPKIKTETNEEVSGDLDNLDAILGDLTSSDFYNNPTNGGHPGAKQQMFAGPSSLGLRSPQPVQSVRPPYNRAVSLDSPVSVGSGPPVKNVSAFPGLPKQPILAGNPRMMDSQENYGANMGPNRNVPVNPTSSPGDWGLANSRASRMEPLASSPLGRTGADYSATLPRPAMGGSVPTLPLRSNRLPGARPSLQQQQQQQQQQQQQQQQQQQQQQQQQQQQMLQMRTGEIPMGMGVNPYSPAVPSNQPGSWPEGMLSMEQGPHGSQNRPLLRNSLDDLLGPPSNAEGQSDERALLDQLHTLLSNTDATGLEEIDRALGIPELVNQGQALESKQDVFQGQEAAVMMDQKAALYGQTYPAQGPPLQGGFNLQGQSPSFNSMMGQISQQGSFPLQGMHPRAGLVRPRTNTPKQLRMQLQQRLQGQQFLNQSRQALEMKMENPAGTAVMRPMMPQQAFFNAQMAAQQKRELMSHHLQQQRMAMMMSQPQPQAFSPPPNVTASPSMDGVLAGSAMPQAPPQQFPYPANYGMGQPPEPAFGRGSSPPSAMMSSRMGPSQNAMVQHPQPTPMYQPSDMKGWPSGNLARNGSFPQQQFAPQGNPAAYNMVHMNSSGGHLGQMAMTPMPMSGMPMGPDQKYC
NALP1 yeast inh – inhibitors of NALP1 inflammasome in yeast; 0.61% of 280,000 active; AID 2071; S. cerevisiae NALP1/ASC/caspase-1 growth, X-gal OD620, 72 h; inhibition, % at 10 µM; in the data active means inhibition mostly above about 24%, no sharp cut-off; inactive means mostly below about 32%; further: some compounds called inactive have numbers as strong as hits
MEKK2 mut-MEK5 – signal of MEK5 binding to mutant human MEKK2 PB1 domain; bead flow cytometry, Alexa488-MEK5 binding to MEKK2 mutant; percent response, % at 10 µM; 0.35% of 290,000 active; in the data active means percent response above about 24%, passing the limit was not always enough; further: inactives centre near 1; some results filed as inactive read as strong as hits; reference of the scale not given here
* marks the source's active call; other numbers are inactive results; nt = not tested or not shown. This is a subset. The share of hits here may be higher or lower than overall.

SMILES	IDE cell activ	IDE cell inh	MEKK2wt PB1 HTS	M18AAP inhibitor	SUMO HTRF inh	MEKK3 PB1 HTS	pCIP destab	NALP1 yeast inh	MEKK2 mut-MEK5
CC1(C)Oc2ccc(C(=O)Nc3ccccc3)cc2N(CC#N)C1=O	4	1	105	-12	2	107	-19	20	-1
Cc1cc(C)n2nc(CC(=O)NNC(=O)c3ccccc3Cl)nc2n1	-5	2	101	-1	-1	102	13	-1	3
O=C(N/N=C/c1c[nH]c2ccccc12)c1cccc(Cl)c1	0	5	107	8	4	102	1	-5	5
O=C(NC(=S)Nc1ccc(CN2CCOCC2)cc1)c1ccc(-c2ccc(Cl)cc2)o1	nt	-1	99	-9	13	90	-4	16	-12
CC(=O)Nc1ccc(-c2ccnc(-c3ccc(NC(C)=O)cc3)n2)cc1	2	3	98	7	5	96	-2	-4	-12
O=C(CN1CCOCC1)Nc1c(C(=O)C2CC2)oc2ccccc12	6	2	86	-1	18	92	-10	4	-9
CCOc1ccc(C2/C(=C(\O)c3ccc4c(c3)OCCO4)C(=O)C(=O)N2CCCn2ccnc2)cc1OC (stereo not given)	2	0	100	6	-3	97	5	0	-2
CCCCCC(=O)Nc1c(-c2ccc(OC)cc2)c(=O)c2ccccc2n1C	6	-1	103	7	31	103	-13	17	3
O=C(CSc1nc2ccccc2s1)N/N=C/c1cc([N+](=O)[O-])ccc1O	10	5	100	8	2	98	-5	11	5
CC(C)COc1nc2ccccc2c(=O)n1OCC(=O)O	5	-1	nt	2	-4	nt	-10	34	nt
O=C(Nc1cccc(NC(=O)c2cccs2)c1)c1ccc2c(c1)OCCO2	-1	5	78	-14	-8	89	4	6	-21
COc1cc(-c2cc(C(=O)Nc3ccc(N4CCOCC4)cc3)c3ccccc3n2)cc(OC)c1OC	8	-1	99	-3	20	97	-8	9	0
CC(=O)c1nc(N2C(=O)CC(Cc3cccc(C)c3)C2=O)sc1C (stereo not given)	-4	3	101	5	16	106	-16	-2	3
Oc1cccc(/C=N/NC(=S)Nc2cccnc2)c1O	-1	9	95	16	-10	98	-3	20	-2
O=C(NCc1ccco1)c1ccc(Cn2c(=O)c3sccc3n(Cc3ccc(F)cc3)c2=O)cc1	-3	0	110	1	11	115	-6	-8	6
CCCN1C(=O)c2cc(C(=O)NCCc3cccc(C)c3)ccc2C1O (stereo not given)	3	4	118	-3	-15	120	-1	9	7
CCc1ccc(NC(=O)C(=O)NNC(=O)c2cccs2)cc1	3	-4	100	10	5	101	-1	0	5
Cc1cc(OCC(=O)NCCN2CCOCC2)c2c(C)c(C)c(=O)oc2c1	-1	-3	99	0	12	100	13	28	0
CCOC(=O)c1c(-c2ccccc2)csc1NC(=O)CSc1nnc(C)s1	1	2	105	-3	-13	110	-8	30	0
CC(=O)N1c2c(cc(Br)cc2S(=O)(=O)NCC2COc3ccccc3O2)CC1C (stereo not given)	-3	3	103	0	18	98	-16	10	2
CCCOC(=O)c1ccc(Cl)c(NC(=O)c2cccnc2)c1	nt	3	91	-7	10	92	4	-7	-7
Cc1ccc(C(=O)CN(C(=O)c2ccc(Cl)cc2)N2C(=O)c3ccccc3C2=O)cc1	3	-5	98	-8	-13	107	-5	20	1
Cc1ccccc1N1CCN(Cc2nc(Cc3ccccc3F)no2)CC1	3	1	100	6	-12	103	3	-74	-1
COC(=O)CC(=O)CSc1nc(C)cc(C)c1C#N	1	-2	99	1	11	101	-26	10	2
CCS(=O)(=O)N1CCC(C(=O)N2CCN(c3ccccc3)CC2)CC1	-2	0	96	-6	19	102	-9	13	4

Carrying on.
SMILES	IDE cell activ	IDE cell inh	MEKK2wt PB1 HTS	M18AAP inhibitor	SUMO HTRF inh	MEKK3 PB1 HTS	pCIP destab	NALP1 yeast inh	MEKK2 mut-MEK5
COc1cc(C=O)c(Br)cc1OCc1ccc(C)cc1	5	4	79	-8	20	83	-6	4	-13
N#C/C(=N\Nc1ccc(S(=O)(=O)N2CCCCCC2)cc1)C(N)=S	2	6	87	5	1	98	-22	4	-6
CCOC(=O)C1(CCOc2ccccc2)CCN(Cc2ccncc2)CC1	-1	10	93	-1	1	100	-4	-10	-9
Cc1cccc2cc(CN(CC3CCCO3)S(=O)(=O)c3ccccc3)c(=O)[nH]c12 (stereo not given)	3	3	104	0	16	108	6	10	2
O=C(COC(=O)Cc1ccc(S(=O)(=O)N2CCOCC2)s1)Nc1ccc2c(c1)OCO2	4	-1	99	-12	-1	98	-6	14	-3
Cc1ccc(-n2nnnc2SCc2nnc(-c3ccccc3Br)o2)cc1	3	5	100	1	-2	104	3	16	-3
CCOC(=O)N1CCN(S(=O)(=O)N2CCCC(C(=O)NCCCN3CC(C)CC(C)C3)C2)CC1 (stereo not given)	6	0	108	-5	15	105	-3	-9	13
COCCN1C=C2C(=O)C(C)(OC(=O)CCc3ccccc3)C(=O)C=C2C=C1c1ccc(C#N)cc1 (stereo not given)	4	2	134	nt	20	82	-3	nt	2
COC(=O)c1ccccc1NC(=O)/C=C/c1cc(OC)c(OC)c(OC)c1	-3	-2	102	-3	-10	102	-2	7	3
CN1CCN(C(=S)NC(=O)c2ccc(S(=O)(=O)N3CCOCC3)cc2)CC1	0	2	76	45*	8	70	-6	-17	-9
CC1CCc2nn(CC(=O)Nc3c(F)cc(F)cc3Br)cc2C1 (stereo not given)	1	2	97	nt	3	102	-15	-6	2
Cc1ccc(-n2nc3cc(C)c(NC(=S)NC(=O)/C=C/c4ccco4)cc3n2)cc1	-8	8	100	-6	28	108	-15	20	0
COc1ccc(C)cc1Nc1nc(-c2c[nH]c3ccccc23)cs1	-1	11	103	0	-4	110	-5	nt	-1
C=CCOc1c(CNC2CCCC2)cc(Cl)cc1OC	-2	1	98	0	18	99	-24	14	-1
Cn1c2ccccc2c2cc([N+](=O)[O-])ccc21	1	1	81	0	14	78	3	0	-17
O=c1c2ccccc2nc2n1C(CSCc1ccc(Cl)cc1)CS2 (stereo not given)	-10	3	115	-5	-9	107	-4	36	10
Cc1ccc(CN2C(=O)CCC2C(=O)NCc2ccc(F)cc2)cc1 (stereo not given)	3	1	94	-2	-16	95	1	-2	-15
O/N=C/c1cn(-c2ccc(Cl)cc2)nn1	nt	2	80	1	-1	80	10	32	-10
CN(CC#CC(O)(c1ccccc1)c1ccccc1)C(C)(C)C	nt	4	94	-3	-8	90	6	23	-5
O=C(Cc1n[nH]c(=O)c2ccccc12)OCC(=O)N(Cc1ccccc1)Cc1ccccc1	-1	0	94	5	3	90	-29	9	-3
COc1ccc(OC)c(CNC(=O)C2CCCN(S(=O)(=O)N3CCC(C)CC3)C2)c1 (stereo not given)	0	1	93	-2	7	99	7	9	-6
C=CCN1CC(c2nc3ccccc3n2Cc2ccccc2)CC1=O (stereo not given)	2	3	101	-3	12	103	9	11	-1
CCN(CC)CCOC(=O)CCc1cccc2ccccc12	12	-4	108	4	-53	112	11	0	1
c1ccc(CC2CCN(C3=Nc4cccc5cccc3c45)CC2)cc1	-1	3	nt	2	30	nt	-7	nt	nt
O=C(O)c1ccc(N2C(=O)c3cccnc3C2=O)cc1	5	-6	97	-8	5	98	0	4	-4

Reformatted as labelled records: entries from further up.
> O=C(Nc1cccc(NC(=O)c2cccs2)c1)c1ccc2c(c1)OCCO2
  IDE cell activ: -1	IDE cell inh: 5	MEKK2wt PB1 HTS: 78	M18AAP inhibitor: -14	SUMO HTRF inh: -8	MEKK3 PB1 HTS: 89	pCIP destab: 4	NALP1 yeast inh: 6	MEKK2 mut-MEK5: -21

> COc1cc(-c2cc(C(=O)Nc3ccc(N4CCOCC4)cc3)c3ccccc3n2)cc(OC)c1OC
  IDE cell activ: 8	IDE cell inh: -1	MEKK2wt PB1 HTS: 99	M18AAP inhibitor: -3	SUMO HTRF inh: 20	MEKK3 PB1 HTS: 97	pCIP destab: -8	NALP1 yeast inh: 9	MEKK2 mut-MEK5: 0

Next part
SMILES	IDE cell activ	IDE cell inh	MEKK2wt PB1 HTS	M18AAP inhibitor	SUMO HTRF inh	MEKK3 PB1 HTS	pCIP destab	NALP1 yeast inh	MEKK2 mut-MEK5
COCC(C)n1c(SCC(=O)NCCC2=CCCCC2)nc2ccccc2c1=O (stereo not given)	1	3	99	15	-3	98	0	0	1
O=C(COC(=O)c1cccnc1)c1ccc(Cl)c(Cl)c1	7	3	95	-12	23	96	-1	0	3
COc1ccc(-c2c(C(C)=O)c(C)nc3sc4c(c23)NC(c2ccccc2)NC4=O)cc1 (stereo not given)	-3	4	101	-9	-17	98	-14	7	1
Cc1ccc(OCCNC(=O)C2CCCCC2)cc1	1	5	94	-2	-6	97	-1	11	-3
Clc1ccccc1Oc1cnc2ccccc2n1	4	1	77	1	12	72	-13	-29	-13
O=C(Nc1cccc(-c2cccc(F)c2)c1)C1CCN(C2CCC2)CC1	3	-1	146*	3	-2	103	-2	25	17
O=C(CSc1nnc(-c2cccs2)n1Cc1ccccc1)N1CCc2ccccc2C1	0	6	99	0	-20	102	-3	-10	-1
CSc1ncc(C(=O)Nc2ccccc2Cl)c(C)n1	4	5	97	10	10	97	-14	-7	-1
O=C(NNS(=O)(=O)c1ccccc1)Nc1ccc(F)cc1	-3	2	96	8	8	94	1	10	2
CCOc1ccc2c(c1)C(C)=CC(C)(C)N2C(=O)Nc1ccccc1	0	5	96	2	22	97	-11	3	4
COCCn1c(C)cc(C2=NNC(=Nc3ccc(Cl)cc3Cl)SC2)c1C	5	-3	101	8	-14	101	-7	5	3
O=C(Nc1ccc2sccc2c1)c1cccc(N2C(=O)CCC2=O)c1	-1	-5	106	2	-4	108	-1	5	0
COC(=O)c1ccc(N2CCCCC2)c(NS(=O)(=O)c2ccc(C)cc2)c1	3	-3	96	-5	0	98	-7	23	0
Cc1ccccc1Nc1nc(N)nc(COC(=O)c2cccc(S(=O)(=O)N(C)c3ccccc3)c2)n1	-6	0	87	5	-36	94	5	23	0
COc1ccc(OC2CCN(S(=O)(=O)c3ccc(F)cc3)CC2)cc1	4	7	102	-11	2	102	6	13	7
CCCOc1ccc(N/C=C/C(=O)c2ccc(OC)c(OC)c2)cc1	0	-3	95	-3	3	98	4	12	-2
CCOC(=O)CCNC(C(=O)OCC)c1ccccc1 (stereo not given)	-1	-2	96	-4	10	95	1	7	-1
O=C(CSc1n[nH]c(=O)[nH]c1=O)c1ccc(Cl)cc1Cl	1	0	96	6	8	102	-5	13	5
CCNc1nc(NCC)n2c(SCC(=O)c3ccccc3F)nnc2n1	2	13	97	4	6	100	2	2	-2
COc1ccc(/C=C/C(=O)OCC(=O)NCc2ccco2)c(OC)c1	3	6	97	0	-9	87	-13	0	-1
Cc1ccccc1C(=O)N1CCN(c2ncnc3c2cnn3-c2ccccc2)CC1	-14	6	110	1	-3	102	-2	-3	4
O=C(C1=C(O)C(=O)N(Cc2ccco2)C1c1cccs1)c1cccs1 (stereo not given)	6	0	97	0	8	100	4	23	0
CCOC(=O)C1CCN(c2nc3ccccc3n2CC(=O)c2ccccc2)CC1	2	0	107	-1	9	108	0	4	0
O=C1N=c2ccccc2=C1c1sc(=S)n(NC(=O)c2ccccc2)c1O	-8	0	91	-7	-5	98	1	nt	-6
COc1ccc(S(=O)CC(=O)Nc2ccccc2Cl)cc1 (stereo not given)	-2	-2	97	4	8	102	-31	10	0
C/C(Cl)=C/Cn1c(SCC(C)C)nc2c1c(=O)[nH]c(=O)n2C	2	0	101	nt	16	99	4	10	-3
C[C@@H]1NC(=O)c2cc([N+](=O)[O-])cc(I)c2OCC[C@@H](C(N)=O)NC(=O)[C@H](CCCCN)NC1=O	-3	6	99	5	-4	101	-2	11	6
c1ccc2sc(N3CCCN(Cc4nc(-c5cnccn5)no4)CC3)nc2c1	4	1	104	-2	14	101	-2	-14	1
COc1ccc(OC)c(CNS(=O)(=O)c2cc(CN3C(=O)c4cccnc4C3=O)ccc2OC)c1	0	-3	103	1	9	96	0	-15	2
